# ER stress death = ER stress cell death inhibition. relative survival (cellular ATP), % at 15 µg/mL (by protocol). CSM14.1 thapsigargin ER stress survival, ATP luminescence. actives 0.33% (n = 48,000);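 active means survival measured by cellular ATP above 50% at 15 µg/ml in the first screen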;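 further: cell death triggered by about 15 µM thapsigargin; ATP read 24 h after thapsigargin was added; plate controls were thapsigargin with DMSO for no effect and DMSO without thapsigargin for full effect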
# * marks the source's active call; other numbers are inactive results. This is a subset; count on the stated rates, not on these rows.
SMILES,ER stress death
COC(=O)c1ccc(/C=C2\SC(=NCc3ccccc3)N(Cc3ccccc3)C2=O)cc1,10.2
Cc1ccc(OCC(=O)N/N=C\c2c(Br)cc(Br)c(O)c2Br)cc1,-3.2
O=c1oc(-c2cccc(F)c2)nc2cc(Cc3ccc4c(=O)oc(-c5cccc(F)c5)nc4c3)ccc12,2.3
CCOC(=O)C(NC(=O)CC)C(O)c1cccc([N+](=O)[O-])c1 (stereo unspecified),7.9
O=C(c1cccnc1)N1N=C(c2ccc([N+](=O)[O-])cc2)CC1(O)C(F)(F)F (stereo unspecified),-0.3
O=C1Nc2ccccc2/C1=N\N=C\c1ccccc1[N+](=O)[O-],-5.2
COc1ccc(N(CC(=O)Nc2ccccc2C)S(C)(=O)=O)cc1Cl,-1.9
COc1ccc(C(=O)Nc2ccc([N+](=O)[O-])cc2Cl)cc1OC,1.1
C=CCSc1nc(C)c2cc(OCC)ccc2n1,0.8
CCOc1ccc(NC(=O)c2c(NC(=O)c3ccc(C)cc3)sc3c2CCC3)cc1,-1.9
COc1ccc(C/C(N)=N/OC(=O)c2cccc([N+](=O)[O-])c2)cc1,-0.6
COc1ccc(-c2cc(C(=O)Nc3c(C)cccc3C)c3ccccc3n2)cc1,0.1
CCc1ccc(NC(=O)C(=O)NCC(O)c2ccccc2)cc1 (stereo unspecified),-1.1
O=C(Nc1c(C(=O)N2CCC(Cc3ccccc3)CC2)cnn1-c1ccccc1)c1cccc(F)c1,4.4
CCOC(=O)c1c(-c2ccc(C)cc2)csc1NC(=O)C1CCCCC1C(=O)O (stereo unspecified),11.3
CCc1cc2c(C)c(CC)c(=O)oc2cc1OCC(C)=O,-0.2
COc1cc(-c2nc3sc4c(c3c(=O)[nH]2)CCCC4)ccc1OS(=O)(=O)c1ccccc1,3.5
CCOCCOC(=O)c1ccc(NC(=O)c2ccc(C(=O)C(=O)c3ccccc3)cc2)cc1,14.2
COc1ccc(NC(=O)c2ccc(CN3CCN(Cc4ccccc4)CC3)cc2)cc1,-1.9
COC(=O)C1=C(C(=O)OC)SC(=C2C(=S)C(C)(C)N(C(=O)c3cccc(C)c3)c3cc(OC)ccc32)S1,6.6
O=C(COC(=O)C1CCCN1C(=O)OCc1ccccc1)c1ccc(-c2ccccc2)cc1 (stereo unspecified),9.5
CCN(CC)c1ccc(NC(=O)c2cc([N+](=O)[O-])ccc2Cl)cc1,1.0
O=C(Nc1cccc(-c2cn3ccccc3n2)c1)c1cccc(Br)c1,-0.4
COc1ccc(C(=O)O/N=C2/C(=O)N(C)c3ccccc32)cc1OC,1.4
CC1=C(C(=O)Nc2ccccc2Cl)C(c2ccccc2F)NC(=O)N1 (stereo unspecified),1.1
COc1ccc(NC(=O)/C(C#N)=C\c2ccc(Sc3ccccc3)o2)cc1,4.4
Cc1ccc(C(=O)Cn2c(NCCCO)nc3ccccc32)cc1,-4.2
CCOC(=O)c1[nH]c2c(C)cccc2c1CCN1C(=O)c2ccccc2C1=O,6.3
CC(C)(C)NC(=O)c1cc2nc(-c3ccccc3)cc(C(F)(F)F)n2n1,12.5
C#CCC(CC#C)(C(=O)OC)C(=O)OC,-1.1
S=C(NCCc1c[nH]c2ccccc12)Nc1ccc(Cl)cc1Cl,-4.3
CC(C)N/C=C(/c1cc(O)ccc1O)[N+](=O)[O-],0.5
Cc1ccc(N2CC(C(=O)NCc3ccco3)CC2=O)cc1 (stereo unspecified),8.6
CS(=O)(=O)N(CC(=O)Nc1ccc(Cl)cc1)c1ccc(Br)cc1,8.7
COC(=O)C1=C(C)NC(=S)NC1c1ccc(SC)cc1 (stereo unspecified),11.3
CCOc1ccc(Cl)cc1/C=c1\sc2nc3ccccc3n2c1=O,-1.3
CCOC(=O)c1ccc(NCCC(=O)c2cccs2)cc1,4.6
COc1ccc(C(NC(=O)/C=C\c2ccco2)c2ccc(OC)cc2)cc1,16.5
COc1ccc(C2CC(=O)C3=C(C2)Nc2ccccc2NC3c2ccccc2OC)cc1 (stereo unspecified),3.1
O=C1/C(=C\c2ccc(I)cc2)SC(=S)N1c1cccc(Cl)c1,3.2
COc1ccc(/C=N/NC(=O)CC2C(=O)NN=C2C)cc1 (stereo unspecified),-2.4
NS(=O)(=O)c1ccc(N=C2c3ccccc3C(=O)C2c2ccccc2)cc1 (stereo unspecified),6.7
COC(=O)c1c(NC(=O)C2CC=CCC2C(=O)O)sc2c1CCC(C(C)(C)C)C2 (stereo unspecified),1.5
CC(C)c1ccc(NC(=O)CN(c2ccc(Cl)cc2)S(C)(=O)=O)cc1,-0.5
FC(F)(F)c1cccc(NC(=S)Nc2ccccc2)c1,-3.8
COc1ccc(CCNC(=O)CSc2cccc3cccnc23)cc1OC,8.3
CCCCCCN1C(=O)/C(=C2\SC(=O)NC2=O)c2ccccc21,5.4
Clc1cc2c(cc1CSc1nnnn1-c1ccccc1)OCO2,0.1
Cc1ccc(C)c(NCc2cccnc2)c1,4.9
Cc1ccc(/C(O)=C2/C(=O)C(=O)N(CCCn3ccnc3)C2c2ccccc2)cc1 (stereo unspecified),13.0

# Following part.
compound	ER stress death
CC(=O)Nc1ccc(C2Nc3cc(C)c(C)cc3NC3=C2C(=O)CC(C)(C)C3)cc1 (stereo unspecified)	1.4
O=C(N/N=C\c1c(Cl)cccc1Cl)c1cnccn1	11.5
N#C/C(=C\c1ccc(C(=O)O)cc1)C(=O)NCc1ccco1	5.6
COc1ccc(C(=O)/C=C/c2ccc(OC)c([N+](=O)[O-])c2)cc1	-7.2
O=c1oc2cc([N+](=O)[O-])ccc2nc1/C=C(\O)c1ccc(Br)cc1	12.4
Cc1ccc(C2CC(C(F)(F)F)n3nc(C(=O)NCc4cccs4)cc3N2)cc1 (stereo unspecified)	-0.3
CCc1c(C)sc(NC(=O)C(CC)c2ccccc2)c1C(=O)OC (stereo unspecified)	7.1
O=S(=O)(Nc1cccc(-c2cn3ccccc3n2)c1)c1ccc(-c2ccccc2)cc1	10.3
CCOc1ccc(C2Nc3ccc4ccccc4c3C3=C2C(=O)CC(C)(C)C3)cc1OC (stereo unspecified)	7.8
O=C(COc1ccc(Br)cc1)Nc1ccc(Cl)cc1Cl	2.6
COc1cccc(N2C(=O)NC(=O)C(=Cc3ccc(N(C)C)cc3)C2=O)c1	-4.9
CCCOc1ccc(CC(CC(=O)O)(C(=O)O)C(=O)O)cc1	-6.0
O=C(NCc1ccco1)c1cc2n(n1)C(C(F)(F)F)CC(c1ccc(Cl)cc1)N2 (stereo unspecified)	-1.8
CCCC(=O)Nc1ccc(Br)cn1	-0.7
CCn1c(C(O)c2ccccc2)nc2ccccc21 (stereo unspecified)	9.5
COc1cc([N+](=O)[O-])cc(/C=N/NC2=NS(=O)(=O)c3ccccc32)c1O	5.8
O=C1N=C(N2CCOCC2)S/C1=C/c1ccc(Cl)cc1Cl	9.4
O=C(Nc1ccc(I)cc1)C(Cc1ccccc1)N1C(=O)c2ccccc2C1=O (stereo unspecified)	2.7
CC(NC(c1ccccc1)(c1ccccc1)c1ccccc1)C(=O)O (stereo unspecified)	3.1
Nc1nnc(SCC(=O)Nc2ccc(Cl)c(Cl)c2)s1	-4.0
CCCCCC(=O)Nc1ccc(S(=O)(=O)Nc2cc(OC)nc(OC)n2)cc1	3.2
Cc1cc(C)n(C(=O)CN2C(=O)c3ccccc3C2=O)n1	7.1
Cc1ccc(C)c(S(=O)(=O)NC(=O)C(C)O)c1 (stereo unspecified)	6.3
COC(=O)C1=C(O)/C(=C\c2ccccc2C(F)(F)F)N=C1C	-0.3
CC1(C)CC(=O)c2c(oc3ccc(NS(=O)(=O)c4ccc5c6c(cccc46)C(=O)N5)cc23)C1	9.2
COc1ccc(/C=C2/SC(=O)N(CNc3cc(F)ccc3C)C2=O)cc1OC	8.1
O=C(Cc1ccc(Cl)cc1)NNC(=O)c1cc(Cl)ccc1O	4.0
O=C1Nc2ccccc2C1=Cc1nc2ccccc2c(=O)n1-c1cccc([N+](=O)[O-])c1	6.9
COc1ccccc1OCCOc1ccc(Cl)cc1/C=C1/SC(=S)N(C)C1=O	12.1
COc1ccc(C2Nc3ccccc3C(=O)N2c2ccc(Cl)cc2)cc1Cn1nc(C)c([N+](=O)[O-])c1C (stereo unspecified)	12.7
COC(=O)c1ccc(NC(=O)CC2SCCNC2=O)cc1 (stereo unspecified)	1.0
CCc1ccccc1NS(=O)(=O)c1cccc([N+](=O)[O-])c1	-0.4
CC(=O)Oc1ccc(C(=O)Nc2cccc(-c3nnc(-c4ccccc4)o3)c2)cc1	11.3
CCCC(=O)NC(c1ccc(C)cc1)c1c(O)ccc2ccccc12 (stereo unspecified)	8.8
Oc1c(C=Nc2cccc3ccccc23)sc2ccccc12	-3.2
O=C(Nc1ccc(Br)cc1C(=O)O)c1cccs1	-5.2
CC1(C)C(=O)N(Cc2ccc([N+](=O)[O-])cc2)c2ccccc2N1C(=O)c1ccc(F)cc1	17.6
CCCc1nc(-c2ccccc2)c(-c2ccc(OC)c(OC)c2)c(=O)[nH]1	5.7
Cc1cc(N2CCN(C(c3ccccc3)c3ccccc3)CC2)nc2ccccc12	18.9
c1cc2c(cc1CNC13CC4CC(CC(C4)C1)C3)OCO2	-9.2
Cc1ccc(C(=O)C[n+]2ccccc2C)cc1[N+](=O)[O-]	4.9
O=C(CC(c1ccccc1)c1ccccc1)Nc1ccccc1Br	9.2
Cc1cc(C)c(NS(=O)(=O)c2ccc(Cl)c([N+](=O)[O-])c2)c(C)c1	5.8
CCc1cc(=O)oc2cc(OCc3cccc(C)c3)ccc12	12.2
O=C(COc1ccc([N+](=O)[O-])cc1)Nc1ccc(Cl)cn1	6.9
Cc1cccc(OCC(=O)NCC(C)C)c1	6.7
O=c1oc2cc([N+](=O)[O-])ccc2nc1/C=C(\O)c1cccs1	-0.2
COc1cc(NC(=O)c2ccc(C(C)(C)C)cc2)c(OC)cc1Cl	18.5
O=C1OC(c2ccccc2Br)=N/C1=C\c1cc2c(cc1Cl)OCO2	-4.1
CCOC(=O)c1c(NC(=O)CCN2C(=O)c3cccc4cccc(c34)C2=O)sc2c1CCC2	-3.6

# Rewritten with each value named: 4 of the compounds above
COc1ccc(C2Nc3ccccc3C(=O)N2c2ccc(Cl)cc2)cc1Cn1nc(C)c([N+](=O)[O-])c1C (stereo unspecified)
  ER stress death: 12.7
COC(=O)c1ccc(NC(=O)CC2SCCNC2=O)cc1 (stereo unspecified)
  ER stress death: 1.0
CCc1ccccc1NS(=O)(=O)c1cccc([N+](=O)[O-])c1
  ER stress death: -0.4
CC(=O)Oc1ccc(C(=O)Nc2cccc(-c3nnc(-c4ccccc4)o3)c2)cc1
  ER stress death: 11.3

# The list continues.
compound	ER stress death
COc1ccc(C2CC(=O)C3=C(C2)Nc2ccccc2NC3c2ccccc2OC(C)C)cc1OC (stereo unspecified)	1.5
Cc1ccccc1OCC(=O)Nc1cccc(F)c1	6.7
CC(C)(C)NC(=O)C(=O)N/N=C/c1ccc(Br)cc1	-4.9
O=C(Nc1ccc(C2CCCCC2)cc1)C1=C(O)CCn2c1nc1ccccc12	8.5
COC(=O)C1=C(C)N(C)C(C)=C(C(=O)OC)C1c1ccc(C)s1	4.0
COc1ccc(/C=C2\SC(=S)N(CC(C)C)C2=O)c(OC)c1	1.3
O=C(Nc1nc(-c2ccc(F)cc2)cs1)c1ccc2c(c1)OCO2	-3.1
COC(=O)c1ccc(NC(=O)c2ccc(OCC(C)C)cc2)cc1	-8.4
Cc1ccc(N(CC(=O)Nc2ccc(C(C)C)cc2)S(C)(=O)=O)cc1Cl	0.3
COc1ccc(C2CC(=O)C3=C(C2)Nc2ccccc2NC3c2cccc(C(F)(F)F)c2)cc1OC (stereo unspecified)	134.6*
O=S(=O)(c1ccc2ccccc2c1)N1CCN(C/C=C/c2ccccc2)CC1	8.0
COC(=O)c1cccc(-n2c(C)ccc2-c2ccccc2)c1	-2.2
CCN1C(=O)c2cccc3c(S(=O)(=O)N(C)c4ccccc4)ccc1c23	-2.0
O=C(N/N=C/c1ccc(O)c(O)c1)c1ccccn1	-3.0
COc1ccc(OC)c(C2Sc3ccccc3NC3=C2C(=O)c2ccccc23)c1 (stereo unspecified)	1.2
CCOC(=O)c1c(C)nc(-c2ccccc2)nc1NC(=O)c1ccccc1	3.1
O=[N+]([O-])c1ccc(-n2ncnc2-c2cccc(Br)c2)c(Cl)c1	1.3
CCc1nnc(NC(=O)CN2C(=O)/C(=C/c3cc(OC)c(OC)c(OC)c3)SC2=S)s1	11.1
CC1(C)Cc2c(sc3nc(SCC(N)=O)n(CCc4ccccc4)c(=O)c23)CO1	13.4
CCCC1=NN(c2ccc([N+](=O)[O-])cc2)C(=O)/C1=C/c1cccc([N+](=O)[O-])c1	2.2
CN1C(=O)CSC1=Nc1ccc(Br)cc1	0.0
Oc1ccc2[nH]c(-c3ccccc3)nc2c1CN1CCCCC1	-10.8
O=C1C2C3C=CC(C2C(=O)N1Cc1ccccc1)C1C(=O)N(Cc2ccccc2)C(=O)C31 (stereo unspecified)	-3.2
O=C1NN(c2ccc(Cl)c(Cl)c2)C(=O)/C1=C/c1cc([N+](=O)[O-])ccc1O	4.9
COC(=O)c1cc(-c2ccc(OC)c(OC)c2)nc2ccccc12	-2.4

# A draw from above in order of formula weight, high to low:
compound	ER stress death
Cc1ccc(N(CC(=O)Nc2ccc(C(C)C)cc2)S(C)(=O)=O)cc1Cl	0.3
O=C(Nc1ccc(C2CCCCC2)cc1)C1=C(O)CCn2c1nc1ccccc12	8.5
CN1C(=O)CSC1=Nc1ccc(Br)cc1	0.0

# Continued:
compound	ER stress death
O=C1CCCC2=C1C(c1cccnc1)Nc1ccc(C(=O)c3ccccc3)cc1N2 (stereo unspecified)	9.4
CC(C)(C)C(=O)/C=C/c1ccc(-n2nncc2C(C)(C)C)cc1	5.7
COc1cc([N+](=O)[O-])ccc1NC(=O)COc1ccccc1C(C)(C)C	-3.4
CC(=O)c1ccc(N2C(=O)C=CC2=O)cc1	12.0

# Look-ups from above.
# `CC(=O)c1ccc(N2C(=O)C=CC2=O)cc1` in ER stress death → 12.0
# `CC(C)(C)C(=O)/C=C/c1ccc(-n2nncc2C(C)(C)C)cc1` in ER stress death → 5.7

# Screens from PubChem BioAssay.
